From PubChem
mHTT-CaM PPI inh = inhibitors of human mutant huntingtin-calmodulin interaction. P42858. AlphaScreen His-mHTT/GST-CaM binding, luminescence. inhibition, % at 15 µM. 190,000 tested, 3.6% active;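 further: 0% = both proteins with DMSO and 100% = one protein alone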
Pf apPOL inh = Pf-apPOL DNA polymerase inhibition. Recombinant Pf-apPOL, molecular beacon fluorescence, 1.5 h. inhibition, % at 10 µM. 210,000 tested, 0.25% active. AID 1794808
* = called active by the depositor; / = no result given; & = joins results of further samples. No stated cut-off is given here; in the data, active means inhibition above about 50%; inactive means the rest.

[1] O=C(NCc1nc(-c2ccccc2)no1)C1(c2ccccc2)CCOCC1
[2] Cc1ccc(N(CC(O)CN(C)C)S(=O)(=O)c2ccc([N+](=O)[O-])cc2)cc1 (stereo not given)
[3] CC1(C)CC(=O)C2=C(C1)OC(N)=C(C#N)C21C(=O)c2ccccc2C1=O
[4] CCCc1nnsc1C(=O)Nc1nc2c(F)cc(F)cc2s1
[5] CCCNC(=O)c1ccc2c(=O)n3c(nc2c1)CCCC3
[6] COc1ccc(-c2nc(C)cc(C)c2CNC(=O)c2cccc(C#N)c2)cc1
[7] COc1ccccc1CCN1COc2ccc3c(=O)c(-c4ccc(OC)c(OC)c4)coc3c2C1
[8] COc1cc([N+](=O)[O-])ccc1NC(=O)CC(C)c1ccccc1 (stereo not given)
[9] Cc1ccc(NC(=O)NCCC2CCN(S(=O)(=O)c3ccc(F)cc3)CC2)c(C)c1
[10] CC(=O)NC(Cc1ccccc1)c1nnc(N2CCCCCC2)o1 (stereo not given)
assay / compound | 1 | 2 | 3 | 4 | 5 | 6 | 7 | 8 | 9 | 10
mHTT-CaM PPI inh | -11 | 23 | / | -11 | 3 | -4 | -9 | 5 | 43 | -3
Pf apPOL inh | -7 | 1 | -12 | -7 | -4 | 2 | -10 | -1 | -1 | -4

[11] CC(C)S(=O)(=O)C(C#N)=CNc1ccc(Cl)cc1
[12] Cc1ccc2ncn(C3CCN(S(=O)(=O)c4cccc(F)c4)CC3)c(=O)c2c1
[13] COc1ccc(C(=O)N2CCC3(C2)NCc2ccccc2NC3=NC(C)(C)C)c(OC)c1 (stereo not given)
[14] Cc1ccc(N2C(=O)CSC2c2cc3c(cc2[N+](=O)[O-])OCO3)cc1F (stereo not given)
[15] O=[N+]([O-])C(/C=C(\Cl)[N+](=O)[O-])=C(N1CCCCC1)N1CCCCC1
[16] Cc1nc(C(C)C)c(Cc2ccc(F)cc2)c(N2CCN(C(=O)NC(C)C)CC2)n1
[17] CCOc1ccc(-c2cn(CC(N)=O)cn2)cc1
[18] C=CCNC(=O)C(=O)NCc1ccc(F)cc1
[19] Cc1ccc(C(=O)Nc2ccc(N3CCOCC3)nc2N2CCOCC2)cc1
[20] Cc1ccc(C)c(N2C(=O)NC3CC2(C)Oc2ccc(Br)cc23)c1 (stereo not given)
assay / compound | 11 | 12 | 13 | 14 | 15 | 16 | 17 | 18 | 19 | 20
mHTT-CaM PPI inh | / | -2 | 30 | 28 | 7 | 24 | 3 | 1 | / | 5
Pf apPOL inh | 0 | 0 | -4 | -4 | -4 | -5 | -2 | -11 | -1&2 | -3

[21] Cc1cccc(NC(=O)CCC2CCN(c3cc(NC4CC4)ncn3)CC2)c1C
[22] COc1cc(NC(=O)NCCNc2ccc(Nc3ccncc3)nn2)cc(OC)c1OC
[23] O=C(NCCC1=CCCCC1)c1ccc(OCC(=O)C2CC2)cc1
[24] O=S1(=O)Cc2ccc(NS(=O)(=O)c3ccc(Br)s3)cc2C1
[25] COc1ccc(NC(=O)CCCOc2ccccc2)c([N+](=O)[O-])c1
[26] COc1ccc(OC)c(NC(=O)CCC(=O)Nc2ccc3nc(N4CCCCC4)cc(C)c3c2)c1
[27] COc1ccc(NC(=O)c2ccc(NC(C)=O)cc2)c(OC)c1
[28] Clc1ccccc1C1CC(c2ccccc2)Nc2ncnn21 (stereo not given)
[29] CCS(=O)(=O)N1CCN(c2nc(C)nc(C)c2Cc2cccc(C)c2)CC1
[30] CCN(CC)CCC(c1ccc(N(C)C)cc1)c1c(OC)cc(OC)c2c1OC(=O)CC2c1ccc(OC)cc1 (stereo not given)
assay / compound | 21 | 22 | 23 | 24 | 25 | 26 | 27 | 28 | 29 | 30
mHTT-CaM PPI inh | 15 | 2 | -11 | / | 19 | -11 | 4 | -5 | 6 | 98*
Pf apPOL inh | -1 | 2 | -16 | 25 | -2 | 3 | 5 | -4 | -1 | -9

[31] CCCOC1CCN(C(=O)NC)CC1
[32] O=[N+]([O-])c1cc(C(F)(F)F)ccc1Oc1cccc(N2CCOCC2)c1
[33] COC(=O)C1CN(C2CC2)CCS(=O)(=O)N1Cc1cn(Cc2ccc(F)cc2)nn1 (stereo not given)
[34] Nc1cc2c(cc1Cl)OCO2
[35] Fc1ccc(C2CC(c3ccc(Cl)cc3)Nc3ncnn32)cc1 (stereo not given)
[36] Cc1ccc(N2C(=O)C3C4C=CC(CC4)C3C2=O)c(C)c1 (stereo not given)
[37] CCN1CCN(CCNC(=O)c2cc(-c3ccc(C)cc3)cn2C)CC1
[38] CCOC(=O)c1c(S(=O)(=O)N2CCOCC2)c(-c2ccccc2)n(-c2ccccc2)c1C
[39] C=CCC(C)(CC=C)NS(=O)(=O)c1ccc(NC(C)=O)cc1
[40] COc1ccc(CCNC(=O)Nc2csc3ccccc23)cc1OC
assay / compound | 31 | 32 | 33 | 34 | 35 | 36 | 37 | 38 | 39 | 40
mHTT-CaM PPI inh | 3 | / | -9 | 19 | 58* | -3 | 5 | / | -4 | /
Pf apPOL inh | -2 | -3 | -1 | / | 3 | 5 | -9 | -9 | 3 | -9

[41] Cc1cccc(N=Cc2cc(Cl)cc([N+](=O)[O-])c2O)c1
[42] COc1ccc(/C=C2\SC(N3CCCCCC3)=NC2=O)c(OC)c1
[43] O=C(Cn1cc(S(=O)(=O)Cc2cccc(Cl)c2)c2ccccc21)N1CCOCC1
[44] Cc1ccc(N2C(=O)CSC2c2ccccc2F)cc1C (stereo not given)
[45] CCC(=O)N1CCc2cc(Br)cc(S(=O)(=O)N3CCCc4ccccc43)c21
[46] O=c1[nH]cnc2sc3c(c12)CCC3
[47] Cc1ccccc1-c1nc2cc(NC(=O)c3cc([N+](=O)[O-])cc([N+](=O)[O-])c3)ccc2o1
[48] CCCNC(=O)N1CCCC1c1nc(-c2cccc(C(F)(F)F)c2)no1 (stereo not given)
[49] CCCOC(=O)c1ccc(OCC(=O)c2ccc(O)cc2O)cc1
[50] CCCN1C(=O)CCc2cc(NC(=O)c3cc4ccccc4[nH]3)ccc21
assay / compound | 41 | 42 | 43 | 44 | 45 | 46 | 47 | 48 | 49 | 50
mHTT-CaM PPI inh | 14 | 25 | -17 | -12 | -2 | 21 | 6 | 5 | 9 | 5
Pf apPOL inh | -4 | 0 | -5 | 4 | -11 | / | 4 | 1 | -4 | -19

[51] COCCC1CCN(C(=O)c2cccs2)CC1
[52] Cc1ccc(C=c2sc3nnc(-c4ccco4)n3c2=O)o1
[53] Cc1cccc(N2CCC(N=CN3CCOCC3)=N2)c1
[54] Cc1cc(N2CCN(CC#N)CC2)n2nc(C(F)(F)F)c(-c3ccccc3)c2n1
[55] CCN(CC)C(=O)c1ccc(-c2ccnc(N3CCCCC3)n2)cc1
[56] O=C(Cn1nc(N2CCSCC2)c2ccccc2c1=O)Nc1ccc2c(c1)OCCO2
[57] O=C(Nc1ccccc1F)C1CCCO1 (stereo not given)
[58] COc1ccc(C)cc1NC(=O)C1CC(=O)N(CCc2c[nH]c3ccc(F)cc23)C1 (stereo not given)
[59] N=C1S/C(=C\c2ccc(-c3ccc(F)cc3)o2)C(=O)N1c1ccc2c(c1)OCO2
[60] COc1ccc(-c2nc3s/c(=C\c4ccc(N(C)C)cc4)c(=O)n3n2)cc1
assay / compound | 51 | 52 | 53 | 54 | 55 | 56 | 57 | 58 | 59 | 60
mHTT-CaM PPI inh | -6 | / | -7&10 | -8 | -19 | -3 | -2 | 32 | 29 | -2
Pf apPOL inh | -4 | -28 | 3&-2 | -2 | 0 | 2 | -3 | 0 | -9 | -4

[61] O=C1OC(c2cc([N+](=O)[O-])ccc2Cl)=N/C1=C\c1ccccc1Br
[62] COc1ccc(C2C(C#N)=C(C)NC3=C2C(=O)CC(c2ccc(Cl)cc2)C3)cc1OC (stereo not given)
[63] COc1ccc2oc(=Nc3ccccc3F)c(C(N)=O)cc2c1
[64] COc1ccc(OC)c(-c2cc(C(=O)N3CCC(Cn4cnc5ccccc54)CC3)[nH]n2)c1
[65] CCOc1ccc(NC(NC(=O)c2cccs2)C(=O)c2ccccc2)cc1 (stereo not given)
[66] CN(C1CCS(=O)(=O)C1)S(=O)(=O)c1ccc(N2CCCC2=O)cc1 (stereo not given)
[67] COc1cc(NC(=O)C2CCCN(c3cc(=O)n(C)c(=O)n3C)C2)cc(OC)c1 (stereo not given)
[68] N#CSC(CS(=O)(=O)c1ccccc1)c1ccccc1 (stereo not given)
[69] COc1ccccc1CNC(=O)c1ccc(N2CC3CC(C2)c2cccc(=O)n2C3)c(N)c1 (stereo not given)
[70] O=S(=O)(NCc1ccc(C(F)(F)F)cc1)c1c[nH]c2ncccc12
assay / compound | 61 | 62 | 63 | 64 | 65 | 66 | 67 | 68 | 69 | 70
mHTT-CaM PPI inh | 5 | 46 | 38 | 17 | 56* | -4 | 0 | -10 | 7 | -7
Pf apPOL inh | -1 | 12 | -32 | -24 | -1 | / | -3 | -7 | -6 | 1

[71] CCc1nnc(NC(=O)c2ccncc2)s1
[72] CC1=NN(C(=O)c2cccc([N+](=O)[O-])c2C)C(O)(C(F)(F)F)C1 (stereo not given)
[73] O=C(CSc1ccncc1)N1CCCn2nc(-c3cccs3)cc2C1
[74] O=C(Cc1cccs1)Nc1ccc(C(=O)O)cc1NC(=O)Cc1cccs1
[75] COc1cccc(CNC(=O)C2(C)CCCN(C(=O)COc3ccc(Cl)cc3)C2)c1 (stereo not given)
[76] Cc1ccc(NC(=O)Cn2cnc3c(-c4ccc(F)cc4)csc3c2=O)c(C)c1
[77] COCCNC(=O)C1Cc2ccccc2N2CCCC12 (stereo not given)
[78] O=C(O)c1cccc2c1C(=O)N(Cc1ccccc1)C2
[79] CC(=O)Nc1ccc(C(=O)CSc2n[nH]c(-c3ccco3)n2)cc1
[80] CC(C)OCCCNC(=O)C1(C)CCC(=O)N1Cc1ccc(F)cc1 (stereo not given)
assay / compound | 71 | 72 | 73 | 74 | 75 | 76 | 77 | 78 | 79 | 80
mHTT-CaM PPI inh | / | -1 | 6 | 4 | 42 | -15 | 6 | 19 | 4 | -7
Pf apPOL inh | 6 | -4 | -2 | -6 | -3 | 1 | 4 | -4 | -6 | 0

[81] Cc1nn(Cc2ccc(C(=O)Nc3ccc(Br)c4cccnc34)cc2)c(C)c1Cl
[82] C=CCOc1ccc(C(O)CC)cc1OC (stereo not given)
[83] Cc1cccc(-n2nnnc2SCC(=O)N(c2ccccc2)C(C)C)c1
[84] COc1ccc(C2=CC(c3ccccc3)n3nnnc3N2)cc1 (stereo not given)
[85] O=C1CN(c2ccc(OC(F)(F)F)cc2)C(=O)CN1CC1CC1
[86] COc1ccccc1OCCOc1ccc([N+](=O)[O-])cc1/C=C1/C(=O)N(c2ccccc2)N=C1C
[87] COc1ccc(N2CC(c3nnc(NC(=O)c4cccc(F)c4)o3)CC2=O)cc1 (stereo not given)
[88] COc1ccc(N2CCN(C(=O)c3ccc(Cl)cc3)C(C)C2=O)c(OC)c1 (stereo not given)
[89] Cn1c(C2CCN(C(=O)c3ccco3)C2)nc2cccnc21 (stereo not given)
[90] CCOc1ccc(/C=c2\sc3n(c2=O)CN(c2ccc([N+](=O)[O-])cc2)CN=3)cc1
assay / compound | 81 | 82 | 83 | 84 | 85 | 86 | 87 | 88 | 89 | 90
mHTT-CaM PPI inh | 3 | -3 | -24 | 1 | / | 4 | 47 | -1 | -2 | -3
Pf apPOL inh | -10 | -5 | -1 | 0 | -4 | 11 | 0 | 0 | 3 | -10

Single records, as listed above. Order of values: mHTT-CaM PPI inh	Pf apPOL inh
Entry for `COc1ccc(C2=CC(c3ccccc3)n3nnnc3N2)cc1` (stereo not given) = 1	0
Entry for `Cc1nn(Cc2ccc(C(=O)Nc3ccc(Br)c4cccnc34)cc2)c(C)c1Cl` = 3	-10
Entry for `C=CCOc1ccc(C(O)CC)cc1OC` (stereo not given) = -3	-5
Entry for `COc1ccc(N2CC(c3nnc(NC(=O)c4cccc(F)c4)o3)CC2=O)cc1` (stereo not given) = 47	0
Entry for `COc1ccccc1OCCOc1ccc([N+](=O)[O-])cc1/C=C1/C(=O)N(c2ccccc2)N=C1C` = 4	11

The listing continues:
[91] Cc1c(C(=O)Nc2ccc(NC(=O)c3cccc(Cl)c3)cc2)cccc1[N+](=O)[O-]
[92] CCC(C)Nc1ncnc2c1cnn2-c1ccc(C)cc1C (stereo not given)
[93] CCC(C)NC(=O)C1CCN(c2ccc(F)cc2)C1=O (stereo not given)
[94] CCOc1ccccc1/C=C1\N=C(c2ccc([N+](=O)[O-])cc2Cl)OC1=O
[95] O=C(CN1CCCC1)Nc1nc2c(s1)C(=O)CC(O)(O)C2
[96] Cc1ccc(C)c(N2CC(C(=O)Nc3ccc([N+](=O)[O-])cc3)CC2=O)c1 (stereo not given)
[97] O=C1CCC(C(=O)N2CCN(c3cc(-n4cccn4)ncn3)CC2)N1 (stereo not given)
[98] CN(C)c1ccc(C(=O)Nc2ccc(O)c3c(=O)cc(-c4ccccc4Cl)oc23)cc1
[99] Cc1cccc(NCN2C(=O)C3CCCCC3C2=O)c1 (stereo not given)
[100] O=c1[nH]nc(SCc2ncc(C(F)(F)F)cc2Cl)n1-c1ccccc1
assay / compound | 91 | 92 | 93 | 94 | 95 | 96 | 97 | 98 | 99 | 100
mHTT-CaM PPI inh | 4 | 7 | 0 | -1 | -3 | 18 | -11 | 54* | 16 | /
Pf apPOL inh | 4 | -4 | -4 | -1 | / | -2 | -4 | 2 | 25 | 2

[101] COc1ccccc1/C=C/C=C1\N=C(c2cccc(Br)c2)OC1=O
[102] N#Cc1cccc(CN2CCCC(c3nncn3-c3ccccc3)C2)c1 (stereo not given)
[103] COc1nc(N)nc(C(C)(C)C)n1
[104] COc1cccc(-c2cc(=O)c3cc(NC(=O)c4ccc(N(C)C)cc4)ccc3[nH]2)c1
assay / compound | 101 | 102 | 103 | 104
mHTT-CaM PPI inh | 5 | 2 | -7 | 0
Pf apPOL inh | 1 | -2 | -6 | 0

This is a subset. The share of hits here may be higher or lower than overall.
